Bioassay records deposited in PubChem BioAssay by several laboratories.
FXIIa inh: inhibitors of human coagulation factor XIIa. purified FXIIa, Boc-QGR-AMC fluorogenic substrate, 2 h. AID 800. inhibition, % at 5 µM. actives 0.3% (n = 220,000). P00748; in the data active = inhibition above about 40%;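 note: 0% = enzyme with no compound and 100% = blank without enzyme; many of its hits are not listed in these tables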
p97 inhibitor: human p97 ATPase inhibition | recombinant p97 ATPase, Kinase-Glo ATP luminescence, 3 h | actives 0.42% (n = 220,000) | AID 1481 | inhibition, % at 8 µM | P55072; in the data active = inhibition above about 15%;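 note: 0% = DMSO vehicle and 100% = wells lacking enzyme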
hK5 inh: kallikrein 5 (human) inhibition | actives 0.59% (n = 210,000) | inhibition, % at 5 µM | recombinant hK5, fluorogenic AMC substrate cleavage | Q9Y337;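 active = inhibition of 40% or more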;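 note: 0% = enzyme controls without compound and 100% = no-enzyme blanks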
PERK inhibitor: blocks human PERK kinase. CHO PERK-DD fusion, SEAP luminescence translation reporter. AID 1416. inhibition, % at 5.6 µM. Q9NZJ5. actives 0.17% (n = 220,000);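 active = inhibition above the mean inhibition of all tested compounds plus 3 SD, set separately per screening campaign, cut at about 2.9% in these data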;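 note: PERK kinase domain activated by AP20187 dimerizer at 100 nM; 0% = DMSO with dimerizer and 100% = rapamycin at 8.4 µM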
Target sequence (Q9NZJ5 whole entry, looked up, the tested form may be a part): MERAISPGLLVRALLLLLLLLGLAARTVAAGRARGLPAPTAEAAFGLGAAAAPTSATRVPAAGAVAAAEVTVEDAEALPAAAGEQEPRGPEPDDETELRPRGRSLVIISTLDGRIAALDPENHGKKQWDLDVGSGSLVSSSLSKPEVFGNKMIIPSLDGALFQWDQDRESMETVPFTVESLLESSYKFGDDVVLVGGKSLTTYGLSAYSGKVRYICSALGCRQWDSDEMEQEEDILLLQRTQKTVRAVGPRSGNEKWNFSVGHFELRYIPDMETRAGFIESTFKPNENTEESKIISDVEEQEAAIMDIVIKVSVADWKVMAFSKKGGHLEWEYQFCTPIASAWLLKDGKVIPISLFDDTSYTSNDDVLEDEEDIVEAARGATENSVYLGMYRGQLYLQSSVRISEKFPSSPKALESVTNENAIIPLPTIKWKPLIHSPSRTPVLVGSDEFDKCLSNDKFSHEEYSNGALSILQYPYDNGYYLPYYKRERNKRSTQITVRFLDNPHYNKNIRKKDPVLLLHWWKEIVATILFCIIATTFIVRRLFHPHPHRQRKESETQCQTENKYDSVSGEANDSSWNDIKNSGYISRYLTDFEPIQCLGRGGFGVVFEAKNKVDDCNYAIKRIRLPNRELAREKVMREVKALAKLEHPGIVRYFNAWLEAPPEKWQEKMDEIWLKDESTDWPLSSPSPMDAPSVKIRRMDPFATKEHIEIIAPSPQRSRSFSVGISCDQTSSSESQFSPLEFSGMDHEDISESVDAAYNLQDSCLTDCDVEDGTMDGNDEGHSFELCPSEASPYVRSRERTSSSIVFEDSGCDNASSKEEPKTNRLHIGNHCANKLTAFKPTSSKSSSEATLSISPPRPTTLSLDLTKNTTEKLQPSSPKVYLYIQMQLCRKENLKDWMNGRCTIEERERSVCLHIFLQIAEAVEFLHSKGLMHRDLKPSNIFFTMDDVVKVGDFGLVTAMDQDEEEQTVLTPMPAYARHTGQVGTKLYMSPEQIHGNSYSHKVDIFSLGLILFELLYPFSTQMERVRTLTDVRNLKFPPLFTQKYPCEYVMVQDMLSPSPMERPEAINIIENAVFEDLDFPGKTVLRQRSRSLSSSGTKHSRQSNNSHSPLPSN
FXIa inh: factor XIa (human) inhibition. P03951. inhibition, % at 5 µM. actives 0.14% (n = 220,000). purified FXIa, Boc-Glu-Ala-Arg-AMC fluorogenic substrate. AID 798;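 active = inhibition of at least 40%; inactive = inhibition below 40%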;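 note: fluorescence of freed AMC excited at 355 nm; 0% = enzyme without compound and 100% = no enzyme blank; many of its hits are not listed in these tables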
Wee1 stabilizer: human Wee1 degradation inhibition, primary screen; AID 1321; HeLa Luc-Wee1K328M stability, luciferase luminescence; 100% = proteasome inhibitor MG132 effect; actives 1.2% (n = 220,000); reporter increase, % at 5 µM; P30291;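 active = activation above the mean of all tested compounds plus 3 SD, set per screening run, cut at about 8.8% in these data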;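 note: cells exposed to compound for 20 h before luminescence read; 0% = DMSO alone and 100% = MG132 at 30 µM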
Cl transport mod: modulates chloride dependent transport by human KCC2 | KCC2 cells, thallium flux FluoZin-2 fluorescence | actives 2.2% (n = 190,000) | B-score of Tl+ flux slope (higher = more flux/activation; lower = inhibition) at 10 µM | AID 1456;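 active = thallium flux slope and its plate-corrected score both differing from the plate sample mean at a set confidence after two filtering rounds, in either direction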;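 note: slope of fluorescence scaled to starting intensity during 10 to 20 s after thallium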
Furin inh: human furin inhibition. actives 0.061% (n = 220,000). purified furin, fluorogenic substrate cleavage. inhibition, % at 30 µM. AID 463115; in the data active = inhibition above about 25%; note: inactives centre near -15
thrombin 1536: inhibitors of human thrombin; inhibition, % at 5 µM; alpha-thrombin, Boc-VPR-AMC fluorogenic substrate cleavage; P00734; actives 0.26% (n = 220,000);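 active = inhibition at or above 40%; inactive = inhibition below 40%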;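 note: 0% = enzyme with no compound and 100% = wells without enzyme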
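Test system: human alpha-thrombin; medium: pH 7.5 Tris-saline with Tween 20; times: reaction at room temperature; signal: AMC fluorescence at 355 nm excitation and 460 nm emission; also added: Boc-VPR-AMC substrate, 15 µM final; dosing: one concentration per compound, 5 µM, with 0.2% DMSO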
Numbers without * were called inactive; . = not tested or not shown; [ ] = remark or other dose.

SMILES	FXIIa inh	p97 inhibitor	hK5 inh	PERK inhibitor	FXIa inh	Wee1 stabilizer	Cl transport mod	Furin inh	thrombin 1536
N#CCc1ccc(NS(=O)(=O)c2cccs2)cc1	6	6	-8	1.6	1	-4	0.82	-23	-4
O=C(O)c1ccc(NC(=O)c2cccs2)cc1	11	7	14	1.3	6	-3	-1.2	-14[20 µM]	-2
CC1(C)NC(C(=O)O)Cc2c1[nH]c1ccccc21 (centres undefined)	5	5	0	1.2	-1	-4	0.87	-10	7
Cc1ccccc1CN(C)CC(=O)NC(C)CCc1ccccc1 (centres undefined)	0	-1	-15	-0.1	0	-1	-2.3	-16	3
COc1ccc(-c2ccc([C@H]3[C@@H]4C=CCC[C@@]4(C)C(=O)N3Cc3ccccc3)c(F)c2)cc1OC	7	.	5	.	3	.	2.6	-20	3
Cc1[nH]c2ccccc2c1/C=N/NC(=O)CNC(=O)c1ccc2c(c1)OCO2	11	0	-3	0.6	1	3	-2.5	-1	-1
Cc1nn(C)c(Sc2ccccc2N)c1[N+](=O)[O-]	7	1	3	0.8	2	-2	-0.21	-16	2
Cc1cccc(NC(=O)CCCCCN2C(=O)c3ccccc3C2=O)n1	-10	-3	-21	-0.4	-5	-2	0.034	-10[20 µM]	-10
COc1cc2c(C(=O)N3CCN(Cc4ccc5c(c4)OCO5)CC3)cn(C)c(=O)c2cc1OC	-12	-4	-13	-1.1	-1	-2	.	-19[20 µM]	-8
CCOc1ccccc1N(CC(=O)OC)S(=O)(=O)c1ccccc1	11	1	-4	-0.7	2	-1	-0.21	-22	16
Cc1ccc(S(=O)(=O)N(C)CCCC(=O)Nc2ccc(C)cc2C)cc1	13	-2	-7	-0.1	9	-2	0.00042	-21	0
O=C(/C=C/c1ccc(S(=O)(=O)N2CCOCC2)cc1)N1CCN(c2ccc(F)cc2)CC1	8	3	5	-1.1	2	-2	0.29	-18	3
Cn1c(C(=O)NCc2ccccn2)cc2c(=O)n3ccccc3nc21	-115	-1	-328	0.0	-26	-1	-0.55	-49[20 µM]	-12
Cn1nccc1NC(=O)Nc1cccc(Cl)c1Cl	11	0	3	0.6	2	-4	0.8	-12	2
CC(C)Cn1c2c(c(O)c(C(=O)Nc3ncccc3O)c1=O)CCCC2	-6	2	-4	0.5	-7	5	-1.8	-11[20 µM]	-9
COC(=O)c1c(NC(=O)CN2CCCC(C)C2)c2c(C)cccc2n1C (centres undefined)	1	-8	-19	-0.9	-14	0	.	-3	-9
O=C(O)c1nnn(-c2cccc(C(F)(F)F)c2)c1-c1ccccc1	4	1	-1	0.9	-2	-2	-0.04	-9	7
Cc1nc2sc(C(c3cccs3)N3CCC4(CC3)OCCO4)c(O)n2n1 (centres undefined)	19	2	-1	-0.7	2	3	0.21	-5[20 µM]	6
COc1ccc(-c2ncnc(C(F)(F)F)c2-c2csc(C)n2)c(O)c1	3	5	3	-0.8	2	2	-1.1	-15	0
C(=N\Nc1nc2ccccc2[nH]1)/c1c[nH]c2ccccc12	13	15*	-4	-0.5	5	0	-0.45	-9	1
COC(=O)[C@@]1(Cc2ccc(F)cc2)[C@H]2c3cc(C(=O)N(C)C)n(Cc4ccc(OC(F)(F)F)cc4)c3C[C@H]2CN1C(=O)c1ccccc1	18	-2	-9	-0.8	10	-2	-0.069	-14	2
CCCCN(C(=S)Nc1ccccc1)C1CCS(=O)(=O)C1 (centres undefined)	3	-4	1	1.0	-11	-1	0.9	-21[20 µM]	-5
O=C(Nc1ccc(Cl)cc1C(=O)N1CCOCC1)c1ccco1	-3	-3	3	-0.1	2	2	0.39	-16[20 µM]	-19
Cc1cc(C)nc(SCc2nnc(SCC(=O)Nc3ccc(C)c(C)c3)o2)n1	10	-1	1	0.5	4	5	1	-22	4
O=C(NCc1ccc2c(c1)OCO2)c1ccc(Cl)c(S(=O)(=O)NCc2ccccc2)c1	2	-3	-10	-0.9	-8	0	-1.9	-5	-11
CC(=O)c1cn(CC(=O)Nc2ccc(C)c(C)c2)c2ccccc12	-12	-1	-7	-0.1	-6	-2	-0.38	-12	-1
O=C(CSc1nc2ccccc2c(=O)n1-c1ccc(Cl)cc1)N/N=C/C=C/c1ccccc1[N+](=O)[O-]	7	6	-16	0.0	6	0	1.5	-7	0
CCOc1ccc(CN2C(=O)CCC2(C)C(=O)NCc2cccnc2)cc1 (centres undefined)	11	3	-5	0.8	7	-2	0.44	-25	1
CCC(C)(C(=O)NC1CCCCC1)N(C(=O)CNC(C)=O)c1c(C)n(C)n(-c2ccccc2)c1=O (centres undefined)	14	7	-5	0.7	2	0	-0.7	-5[20 µM]	-1
CC(=O)NC(c1ccc(Cl)cc1)c1c(O)ccc2ccc(O)cc12 (centres undefined)	6	7	-15	-0.7	-16	-2	0.35	-22	0
CCC1CCCCN1C(=O)Nc1cccc(NC(=O)N2CCCCC2CC)c1 (centres undefined)	9	3	6	-0.3	3	1	.	-8	2
CCN1CCN(c2ncnc3sc(C(=O)Nc4ccccc4F)c(C)c23)CC1	6	4	-18	-1.2	6	1	-0.95	-17	4
CN(Cc1nc(-c2ccccn2)no1)S(=O)(=O)c1ccccc1	-1	4	-13	0.8	-2	-2	-2	21[20 µM]	-2
COc1cccc(CNC(=O)CCc2nnc(C3CCCCC3)o2)c1	10	-1	.	1.2	7	-1	.	-16	1
O=C(CSc1nnc(-c2cccnc2)o1)Nc1ccccn1	8	3	7	0.6	7	0	0.097	-20[20 µM]	-2
CNc1nc2cc([N+](=O)[O-])c([N+](=O)[O-])cc2nc1NC	11	-2	-7	-1.4	7	0	-0.58	-8	-14
CCCC(=O)N(c1ccc2oc(=O)sc2c1)S(=O)(=O)c1cccs1	22	3	-3	2.0	4	-3	.	-14	1
COCCCNC(=O)c1cccc(OC)c1OC	16	0	-17	0.7	-2	-1	.	-5[20 µM]	-1
CC1(C)CC(=O)c2c(oc3ccc(NS(=O)(=O)c4cccc5cccnc45)cc23)C1	12	4	.	0.2	4	2	0.22	-27	1
Cc1c(Cl)c([N+](=O)[O-])nn1Cc1ccc(C(=O)N/N=C\c2cc(Cl)ccc2O)o1	6	5	-78	0.0	-1	2	0.57	-10[20 µM]	1
Cc1sc(NC(=O)C2CCCCC2C(=O)O)c(C(N)=O)c1C (centres undefined)	6	-3	-9	1.0	0	2	-1.9	-3	1
CC(C)Nc1nnc(SCC(=O)c2c(N)n(Cc3ccccc3)c(=O)n(C)c2=O)s1	19	4	-10	-0.1	1	-2	.	-5[20 µM]	1
Nc1ccc(-c2nc3c(Cl)cc(N)cc3[nH]2)cc1	-6	8	-27	0.1	-16	-3	0.43	-23	-7
CCCCOc1ccc(C2C3CN(C(=O)OCC)CC=C3C(C#N)=C(N)C2(C#N)C#N)cc1OC (centres undefined)	-6	4	-70	-1.3	-7	3	0.79	-23[20 µM]	5
CCCCc1ccc(-n2nnnc2SCC(=O)Nc2cc(OC)c([N+](=O)[O-])cc2C)cc1	18	-5	-1	-0.2	16	-1	-0.86	-5	7
O=C(Cn1nnc2ccccc21)c1ccc(Cl)cc1	4	9	-10	1.3	2	3	1	-12	-3
COc1cc(/C=N/O)cc(Br)c1OCc1ccc(Cl)cc1	22	1	-10	0.5	6	1	-0.98	-16[20 µM]	4
O=C(CCN1C(=O)c2ccccc2C1=O)C1=NN[C@@H]2C(=O)N(c3cccc(Cl)c3)C(=O)[C@H]12	16	-1	8	-0.4	5	0	-0.018	-6	9

As entered above.
hK5 inh with `CCCCN(C(=S)Nc1ccccc1)C1CCS(=O)(=O)C1` (centres undefined) : 1
Wee1 stabilizer with `O=C(CCN1C(=O)c2ccccc2C1=O)C1=NN[C@@H]2C(=O)N(c3cccc(Cl)c3)C(=O)[C@H]12` : 0

Following part
SMILES	FXIIa inh	p97 inhibitor	hK5 inh	PERK inhibitor	FXIa inh	Wee1 stabilizer	Cl transport mod	Furin inh	thrombin 1536
COCCCNCCOCCOc1ccc(Cl)cc1Br	8	2	-15	0.2	-2	3	0.78	-25	-8
c1ccc(-n2c(Cc3cccnc3)nc3cnccc32)cc1	.	4	.	0.9	.	0	0.018	-18	.
O=C(COC(=O)C1=Cc2ccccc2OC1)NC1CCCC1	17	1	-25	-0.9	1	-2	.	-4[20 µM]	-3
Cc1ccc(C2C(C(=O)c3sc(C)nc3C)=C(O)C(=O)N2CCN(C)C)o1 (centres undefined)	7	1	38	0.9	0	-2	0.2	-13[20 µM]	18
O=C(Nc1ccccn1)c1ccc2c(c1)OCCO2	-3	-12	-6	0.6	-4	1	-0.76	-7	-13
COc1ccc(CCNC(=O)Cn2c(=O)n(-c3ccc(F)cc3F)c(=O)c3sccc32)cc1OC	6	3	6	0.5	-2	-1	-2.3	-39	-11
CCOC(=O)C1CCN(C(=O)C2(NC(=O)Nc3ccccc3Cl)CCCCC2)CC1	5	2	4	-0.4	4	-1	-0.66	-17[20 µM]	-2
Cc1cc(NC(=O)CN(C)C)c([N+](=O)[O-])cc1C	3	1	-2	0.7	-4	1	0.14	-13	-4
CCOC(=O)/C(C#N)=C/c1ccc(OC(=O)c2ccco2)c(OCC)c1	15	1	-7	1.6	0	0	-0.052	-3	-14
Cc1occc1C(=O)NC(C)C12CC3CC(CC(C3)C1)C2 (centres undefined)	8	1	-1	-0.5	-5	-5	-0.077	-19	-4
CC1(C)CN(c2ccc(CC#N)cc2)C1=O	3	3	0	0.8	-5	-1	0	-28	2
Cc1ccnc(NS(=O)(=O)c2ccc(Cl)nc2)c1	0	-4	34	-0.3	-13	3	1.3	-6	-8

Ordered by value in Furin inh (largest number first): 4 from the list above.
SMILES	FXIIa inh	p97 inhibitor	hK5 inh	PERK inhibitor	FXIa inh	Wee1 stabilizer	Cl transport mod	Furin inh	thrombin 1536
O=C(Nc1ccccn1)c1ccc2c(c1)OCCO2	-3	-12	-6	0.6	-4	1	-0.76	-7	-13
Cc1occc1C(=O)NC(C)C12CC3CC(CC(C3)C1)C2 (centres undefined)	8	1	-1	-0.5	-5	-5	-0.077	-19	-4
COCCCNCCOCCOc1ccc(Cl)cc1Br	8	2	-15	0.2	-2	3	0.78	-25	-8
COc1ccc(CCNC(=O)Cn2c(=O)n(-c3ccc(F)cc3F)c(=O)c3sccc32)cc1OC	6	3	6	0.5	-2	-1	-2.3	-39	-11

Remaining list, next part
SMILES	FXIIa inh	p97 inhibitor	hK5 inh	PERK inhibitor	FXIa inh	Wee1 stabilizer	Cl transport mod	Furin inh	thrombin 1536
Cc1ccccc1NC(=S)N(CCCN1CCCCC1)Cc1ccco1	3	2	-7	0.0	3	-1	0.43	-30	-2
CCc1cccc(CC)c1NC(=O)COc1ccccc1C(=O)c1cc(C#N)c(=O)n(C2CCCCC2)c1	7	4	-6	-0.6	8	-1	-1.3	-12	0
Cc1ccc(/C=N\NC(=O)c2cc([N+](=O)[O-])cc([N+](=O)[O-])c2)o1	3	2	0	0.1	-7	1	4.7*	-10	7
CCCCc1ccc(S(N)(=O)=O)cc1	-2	1	-20	0.5	-6	-3	0.43	-27	2
NC(=O)NCC12CC3CC(CC(C3)C1)C2	27	5	-8	1.2	18	-1	0.028	-27	-1
CCNC(=O)[C@H]1O[C@@H](n2cnc3c(N)nc(NCCc4ccc(CCC(=O)O)cc4)nc32)[C@H](O)[C@@H]1O	6	.	-1	.	0	.	-0.57	-25	0
COC(=O)C1=C(C(=O)OC)SC2(S1)C(C(=O)OC)=C(C(=O)OC)SC1=C2c2cc(C)ccc2NC1(C)C	9	1	7	-0.9	-17	1	0.31	-7[20 µM]	-1
c1ccc2c(c1)CC/C2=N/Nc1nc2ccccc2[nH]1	9	1	2	-0.3	9	5	-1.2	-12	0
Cn1c(=O)c(C(=O)COc2ccc(C#N)cc2)c(N)n(Cc2ccccc2)c1=O	6	-2	0	-0.8	0	-2	-0.62	-16	-2
